Bioassay records from PubChem.
Anthrax LF prot – blocks Bacillus anthracis lethal factor protease; inhibition, % at 10 µM; P15917; multiplex microsphere protease cleavage assay, LF; 360,000 compounds, 0.12% hits; further: plate controls were buffer without enzyme for full effect and enzyme alone for no effect
Target sequence (P15917 whole entry, looked up): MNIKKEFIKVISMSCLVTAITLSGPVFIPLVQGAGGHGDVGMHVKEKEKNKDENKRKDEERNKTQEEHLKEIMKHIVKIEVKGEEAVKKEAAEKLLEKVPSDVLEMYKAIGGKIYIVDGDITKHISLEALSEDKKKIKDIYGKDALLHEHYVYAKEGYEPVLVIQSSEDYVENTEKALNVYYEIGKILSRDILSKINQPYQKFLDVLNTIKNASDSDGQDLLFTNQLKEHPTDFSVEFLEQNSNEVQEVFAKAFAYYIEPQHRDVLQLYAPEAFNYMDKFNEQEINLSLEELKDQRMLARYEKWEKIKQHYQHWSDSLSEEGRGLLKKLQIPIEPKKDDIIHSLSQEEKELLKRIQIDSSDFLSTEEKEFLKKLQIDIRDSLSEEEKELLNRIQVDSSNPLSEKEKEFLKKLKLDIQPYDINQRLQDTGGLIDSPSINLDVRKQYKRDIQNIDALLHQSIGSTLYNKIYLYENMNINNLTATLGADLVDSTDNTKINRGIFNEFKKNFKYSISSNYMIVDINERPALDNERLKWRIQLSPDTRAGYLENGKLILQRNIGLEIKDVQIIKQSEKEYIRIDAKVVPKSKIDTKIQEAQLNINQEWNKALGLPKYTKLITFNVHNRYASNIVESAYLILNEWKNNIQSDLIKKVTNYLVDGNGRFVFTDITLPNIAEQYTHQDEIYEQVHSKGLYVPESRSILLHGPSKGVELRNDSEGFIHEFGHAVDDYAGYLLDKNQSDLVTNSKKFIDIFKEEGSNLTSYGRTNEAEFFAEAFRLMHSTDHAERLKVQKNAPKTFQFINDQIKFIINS
SSB-PriA inh – inhibitors of Klebsiella pneumoniae PriA binding to SSB C-terminal tail. inhibition, % at 33 µM. 430,000 compounds, 0.6% hits. AlphaScreen SSBct-PriA binding, biotinylated peptide; in the data active means inhibition mostly above about 37%, no sharp cut-off; inactive means mostly below about 20%;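 further: plate controls were negative control peptide for no effect and reference peptide for full effect; strong numbers were not always called active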
PfHsp40 yeast – restores yeast growth despite PfHsp40 toxicity; growth rescue, % at 12.5 µM; 340,000 compounds, 0.68% hits; AID 504582; S. cerevisiae expressing PfHsp40, growth rescue, ATP luminescence; in the data active means growth rescue above about 28%, passing the limit was not always enough; inconclusive means no clear call, values can overlap the other calls;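 further: yeast W303a lacking pdr1 and pdr3 grown in galactose medium; growth measured after three days at 30 °C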
Vc quorum ag – inducers of Vibrio cholerae quorum light production without autoinducers | 350,000 compounds, 0.16% hits | V. cholerae BH1578 lux reporter, luminescence, 6 h | activation, % at 18.7 µM | AID 588436; in the data active means activation mostly above about 9.7%, no sharp cut-off; inconclusive means no clear call, values can overlap the other calls; inactive means mostly below about 3.7%; further: not every result past the cut was called active; inactives centre near 0; reference of the scale not given here
3CLpro inhibitor – SARS-CoV 3CLpro protease inhibition; 290,000 compounds, 0.14% hits; inhibition, % at 6 µM; P0C6X7; recombinant SARS-CoV 3CLpro, quenched FRET peptide cleavage; in the data active means inhibition above about 12%
Y pestis TopoI – Y. pestis Topo-I inhibition via cleavage products | Y. pestis Topo-I cleavage product accumulation, plate reader | activity, % at 10 µM | 360,000 compounds, 0.064% hits | AID 504884; in the data active means activity above about 50%, passing the limit was not always enough; inconclusive means no clear call, values can overlap the other calls; further: inactives centre near 2
CCHF vOTU inh – blocks the CCHF virus ovarian tumor domain protease; CCHFV vOTU protease, Pep-AMC fluorescence; inhibition, % at 11.5 µM; 370,000 compounds, 0.55% hits; AID 651958; in the data active means inhibition above about 30%; further: 0% = vehicle wells with enzyme and 100% = no enzyme wells
VHR inh abs – inhibitors of human VHR1 phosphatase (DUSP3) | P51452 | recombinant VHR phosphatase, pNPP absorbance | inhibition, % at 13.3 µM | 290,000 compounds, 0.52% hits | AID 1654; in the data active means inhibition above about 50%; further: some compounds called inactive have numbers as strong as hits
Target sequence (P51452 whole entry, looked up): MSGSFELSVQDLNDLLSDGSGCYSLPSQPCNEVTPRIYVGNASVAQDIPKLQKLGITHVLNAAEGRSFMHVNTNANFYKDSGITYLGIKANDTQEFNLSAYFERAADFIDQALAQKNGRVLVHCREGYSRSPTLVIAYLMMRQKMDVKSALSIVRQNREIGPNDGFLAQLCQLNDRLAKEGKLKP
TcdB inh – TcdB glycohydrolase inhibition | P18177 | TcdB glycohydrolase enzymatic assay, plate reader | inhibition, % at 9.99 µM | 350,000 compounds, 0.24% hits; in the data active means inhibition above about 10%
BoNT A protease – BoNT A light chain protease inhibition; multiplex microsphere protease substrate cleavage, flow cytometry; inhibition, % at 10 µM; 360,000 compounds, 0.17% hits; AID 588499; further: plate controls were buffer without enzyme for full effect and enzyme alone for no effect
The depositor's hits bear a star; i = inactive; ? = inconclusive; nt = not tested or not shown; & = joins results of further samples. Unless noted, no stated cut-off is given here; in the data, active means inhibition above about 30%; inconclusive means no clear call, values can overlap the other calls; inactive means below that. Only part of the results is shown; count on the stated rates, not on these rows.

SMILES	Anthrax LF prot	SSB-PriA inh	PfHsp40 yeast	Vc quorum ag	3CLpro inhibitor	Y pestis TopoI	CCHF vOTU inh	VHR inh abs	TcdB inh	BoNT A protease
CC(C)C[C@H](NC(=O)c1[nH]cnc1C(=O)N[C@@H](Cc1ccccc1)C(=O)OC(C)(C)C)C(=O)OC(C)(C)C	1	-9	3.0	-10	nt	18	28	-4	1.0	1.0
Cc1ccc([C@@H]2[C@@H]3C(=O)N(C)C(=O)[C@@H]3[C@]3(C)C(=O)N(CC4CC4)CC(=O)N23)o1	-8	-13	0.0	i	2	1	0	29	-0.1	-0.1
COc1cccc(C(O)CC(N)=O)c1 (stereo unspecified)	-2	-4	-0.4	2.8	-3	1	2	-6	nt	1.3
Cc1ccc(C2=NN(C(=O)CNCCO)C(c3cccs3)C2)cc1 (stereo unspecified)	1	7	-1.7	-3.4	5	8	11	4	0.2	1.0
CCOc1ccc(C(=O)C(C)OC(=O)Cn2cnc3c2c(=O)n(C)c(=O)n3C)cc1 (stereo unspecified)	0	-3	0.3	i	nt	-3	-3	nt	-0.1	-2.1
Cc1csc(NC(=O)c2ccc3c(c2)OCO3)n1	0	-12	0.1	-0.3	-3	6	2	41	-2.3	0.1
O=C1CC(NNc2ccccc2)C(=O)N1c1ccc(N2CCCCC2)cc1 (stereo unspecified)	-6	25	0.0	nt	2	0	8	26	-2.1	-2.3
CCCCN1C(=O)C(O)(CC(=O)c2c(C)coc2C)c2ccccc21 (stereo unspecified)	-1	-7	1.1	i	3	4	6	3	1.9	0.1
CSc1nc2ccc(Br)cc2[nH]1	-3	5	0.0	-0.1	1	-10	-3	49	1.6	-1.0
c1ccc2[nH]c(-c3ccncc3)nc2c1	-3	2&-10	-2.5	nt	0&-7	-1	4	34&11	0.8	-0.6
COc1ccc(C2/C(=C(\O)c3ccc4c(c3)OCCO4)C(=O)C(=O)N2CCCn2ccnc2)cc1 (stereo unspecified)	-3	nt	0.1	-0.6	0	-2	9	8	-5.6	-0.9
Cc1ccc(CC(=O)Nc2nc3c(s2)CCCC3)cc1	1	-19	3.7	-1.2	4	-2	11	27	nt	0.2
COc1ccccc1NC(=O)CCSc1nnc(-c2ccc(O)cc2)o1	-2	-21	-1.2	-0.2	1	-5	-3	22	2.0	-0.3
O=C(O)c1cccc(-c2ccc3c(c2)OCO3)c1	12	-16	-1.3	0.7	1	2	-17	4	-2.2	-3.4
Cc1ccc(-n2nc3c(=O)n(CC(=O)NCc4ccc(C)o4)nc(C)c3c2C)cc1	-3	-15	1.8	i	-4	7	-5	53*	-0.4	3.9
CCn1cc(C(=O)NCC2CCCO2)c(=O)c2cc(S(=O)(=O)N3CCCCC3)ccc21 (stereo unspecified)	-2	-13	0.0	-0.3	2	16	3	10	nt	0.1
CCOC(=O)/C(=N\Nc1ccccc1)S(=O)(=O)c1ccccc1	-7	nt	1.7	-0.2	-3	15	4	0	-0.3	-0.8
CCCCSc1nnc(-c2ccc(NC(=O)CC)cc2)n1C	-16	-2	0.5	nt	-1	-3	9	6	nt	-1.2
CCCS(=O)(=O)NC(=O)C1(C)CCCN(C(=O)c2cc(-c3ccccc3)cs2)C1 (stereo unspecified)	-2	nt	nt	-0.5	nt	0	14	nt	-3.1	-0.2
Cc1ccc(C(=O)Nc2ccc(OCc3ccccc3)cc2)s1	-3	-20	-0.1	-0.3	-3	1	5	7	0.5	1.6
COc1ccc(S(=O)(=O)N2CCCCC2)cc1NC(=O)c1ccc(CS(C)(=O)=O)cc1	5	-3	-0.2	i	nt	-6	-3	nt	1.0	-2.2
CCOc1cc(C(=S)N2CCCC2)ccc1OC(=O)Cc1ccc(F)cc1	0	-5	0.6	0.0	-4	39	13	-7	0.8	-0.4
Nc1c(C(=O)Nc2nccs2)sc2nc(-c3cccs3)cc(C(F)(F)F)c12	6	-24	0.2	i	0	-5	-36	19	nt	9.0
CCC(=O)Nc1ccc(NC(=S)NC(=O)/C=C/c2ccco2)cc1	-4	10	-0.7	1.4	4	-5	12	6	1.1	?
Cc1ccc(NC(NC(=O)c2cccs2)C(Cl)(Cl)Cl)cc1 (stereo unspecified)	-1	0	2.0	1.1	8	-10	11	16	nt	-0.3
Going on with the list:
SMILES	Anthrax LF prot	SSB-PriA inh	PfHsp40 yeast	Vc quorum ag	3CLpro inhibitor	Y pestis TopoI	CCHF vOTU inh	VHR inh abs	TcdB inh	BoNT A protease
CCC(C)(C)NC(=O)C(c1ccccc1)N(C(=O)c1csnn1)C1CC1 (stereo unspecified)	-5	-7	0.1	i	-5	-2	-15	18	nt	0.6
Cc1cnc(NC(=O)CC(C)c2ccccc2)s1 (stereo unspecified)	-3	-3	-1.4	0.5	-1	-8	-15	-6	0.7	-2.9
COc1ccc([C@@H]2[C@@H]3C(=O)N(C(C)(C)C)C(=O)[C@@H]3[C@]3(C)C(=O)N(c4ccc(C(F)(F)F)cc4)C(=O)N23)cc1	-8	-7	2.0	1.6	3	0	3	13	2.2	-0.6
CN(Cc1ccccc1)C(=O)c1cccc(NC(=O)Cc2ccc(NC(=O)C3CCN(S(=O)(=O)c4cccc([N+](=O)[O-])c4)CC3)cc2)c1	1	-5	0.4	-1.1	nt	-3	15	nt	1.6	0.3
COc1cc(/C=C2\C(=O)NC(=O)N(c3ccccc3)C2=O)cc(OC)c1OC	-1	-1	0.2	-2.8	0	-1	2	17	nt	-0.8
COc1ccc(-c2nc(CS(=O)(=O)CC(=O)NCc3ccccc3OC)c(C)o2)cc1	0	-8	0.2	-0.3	5	36	12	-10	0.0	0.1
CN(C)c1ccc(/C=C2\CCC/C(=C\c3ccccc3)C2=O)cc1	18	2	-2.9	-0.3	5	6	3	10	-3.9	24
O=C(Nc1c(F)cccc1F)c1ccc(-n2cncn2)nc1	-2	8	-0.7	-4.0	4	0	4	30	nt	-0.1
CCN(CC)CCCNC(=O)Cn1cnc2sc(C)c(S(=O)(=O)N3CCN(c4ncccn4)CC3)c2c1=O	7	-13	0.3	-0.4	-3	-1	14	8	9.6	0.1
O=C(CNC(=O)c1ccccc1)NCc1nc2ccccc2[nH]1	-3	-7	0.8	i	nt	-9	-4	nt	0.1	-3.9
Cn1cnnc1SCC(=O)Nc1ccc(Oc2ccccc2)cc1	-1	5	1.9	-0.4	4	4	1	-2	-0.7	1.6
COc1ccc(OC)c(-c2cc(C(=O)N/N=C/c3ccc(F)cc3)c3ccccc3n2)c1	-9	nt	nt	i	nt	15	-5	nt	2.1	-0.8
COc1ccc2nc(NC(=O)c3ccccc3F)sc2c1	5	-22	0.0	0.8	8	2	-11	-18	-1.2	-1.1
CCCCn1c(N)c(N(CCOC)C(=O)CCNC(=O)c2ccc(Br)cc2)c(=O)[nH]c1=O	-1	-9	-0.5	i	nt	6	0	nt	-0.4	1.8
COc1ccccc1CCC(=O)Nc1ccc(OC)c(S(=O)(=O)N2CCCCC2)c1	3	-7	2.0	-0.2	nt	24	-2	nt	-0.2	0.3
C=C(c1ccccc1)c1ccccc1N	-7	-17	-1.6	i	nt	-10	10	nt	1.6	-0.2
Cn1c(-c2csc(-c3ccccc3)n2)n[nH]c1=S	-2	0	4.0	-0.1	-4	11	9	5	2.4	-0.1
COC(=O)Nc1nnc(CC(=O)Nc2ccccc2C)s1	0	-3	-0.9	5.0	3	-7	7	14	nt	-0.1
O=C1c2ccccc2S(=O)(=O)c2cc(C(=O)N3CCN(C(=O)c4ccccc4)CC3)ccc21	7	-1	-1.2	0.2	nt	0	-7	nt	nt	-0.3
CC(C)C[C@H]1CN([C@@H](Cc2ccccc2)CN2CCC[C@H]2CN2C(=O)C(=O)NC[C@@H]2Cc2ccc(O)cc2)C(=O)C(=O)N1CC1CCCCCC1	-7	nt	nt	nt	nt	nt	24	nt	-0.2	-1.3
CC(=O)Oc1ccccc1/C=C/c1nc2ccccc2c(=O)o1	-3	8	-0.6	i	2	-2	-6	-14	5.8	-2.5
COc1ccccc1NC(=O)c1ccc(S(=O)(=O)N2CCC(C)CC2)cc1	-2	-12	0.9	i	2	19	6	10	0.6	1.5
COc1ccc(C(=O)COC(=O)Cn2nnc3ccccc32)cc1Br	0	-16	0.8	-0.7	-2	-3	0	-9	nt	-1.4
Cc1nnc(N2CCOCC2)c2nn(-c3cccc(Cl)c3)c(C)c12	20	8	-2.1	i	1	9	-12	4	nt	20
CCOC(=O)N1CCN(c2c(F)cc3[nH]c(=S)[nH]c3c2Br)CC1	-1	-7	2.1	-0.3	3	14	9	6	nt	0.7
Carrying on:
SMILES	Anthrax LF prot	SSB-PriA inh	PfHsp40 yeast	Vc quorum ag	3CLpro inhibitor	Y pestis TopoI	CCHF vOTU inh	VHR inh abs	TcdB inh	BoNT A protease
COC(=O)c1c(-c2ccc(C(C)(C)C)cc2)csc1NC(=O)C1C2CCC(O2)C1C(=O)O (stereo unspecified)	0	-5	0.5	-0.1	-1	10	9	-1	0.2	0.5
COc1cccc(C2c3[nH]c4ccccc4c3C[C@H]3C(=O)N(c4ccccc4C(=O)N4CCC(C(=O)O)CC4)C(=O)N23)c1 (stereo partly specified)	-8	-3	0.3	-0.3	6	5	18	-16	-2.6	-1.0
CC(C)(C)P(=O)(N1CCOCC1)N1CCOCC1	0	0	-1.0	-0.2	0	-11	-11	27	1.2	-0.9
CCCCN1CC(COCc2ccccc2)Oc2cccc(F)c2S1(=O)=O (stereo unspecified)	-7	-15	3.4	-0.6	nt	59*	19	nt	2.4	-0.4
O=C(O)c1cccc(N/N=C/c2cccc3ccccc23)c1	-1	nt	0.3	-0.2	-2	2	-11	2	-5.7	2.6
Cc1ccc(NC(=O)CSc2nnc(C)c(=O)n2N)cc1Cl	2	-4	0.2	-9.8	0	5	2	34	1.8	-3.9
CC1Oc2ccccc2N(CC(=O)NC2CC2)C1=O (stereo unspecified)	-4	-4	1.2	i	-3	4	-3	7	2.0	0.8
O=C(Oc1cc2oc(=O)cc(-c3ccccc3)c2cc1Cl)C1CCCCC1	-3	-18	68*	-1.0	5	9	1	17	nt	0.5
O=C(O)Cc1ccc(C(=O)c2cccs2)s1	-1	-1	-0.8	-6.7	2	-2	14	2	nt	0.6
CN1CSC(=S)N(C)C1	0	-9	0.0	3.6	4	3	8	14	nt	0.6
